Compound activity (PubChem)
EBNA-1 inhibitor – blocks EBNA-1 binding to DNA | inhibition, % at 14.8 µM | AID 1950 | actives 0.34% (n = 300,000) | EBNA-1 DNA binding, fluorescence polarization; in the data active = inhibition above about 28%
Efflux pump inh – blocks antifungal efflux pumps in multiplex yeast assay | S. cerevisiae Candida pump triplex, Nile Red efflux | inhibition, % at 10 µM | actives 0.44% (n = 330,000) | AID 485275;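 active = plate passing quality check with inhibition over a set limit, or well fluorescence over plate mean plus 4 SD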;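 note: Nile Red retained in pooled yeast measured as flow cytometry median fluorescence; 0% = buffer negative control and 100% = Enniatin B positive control; higher means more Nile Red kept so more efflux inhibition; some compounds called inactive have numbers as strong as hits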
GLD-1 TGE inh – GLD-1-TGE RNA interaction inhibition (C. elegans); AID 2280; inhibition, % at 5.96 µM; purified GLD-1 + fluorescein TGE RNA, fluorescence polarization; actives 0.44% (n = 320,000);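 active = percent inhibition above a per-plate cutoff, the plate mean of test compounds plus 3 SD, cut at about 30% in these data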;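 note: 0% = DMSO wells with GLD-1 and probe and 100% = wells lacking GLD-1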
Fam108B inh – Fam108B inhibition, counter-screen for RBBP9 inhibitors; recombinant Fam108B, FP-Rh probe fluorescence polarization; inhibition, % at 9.51 µM; actives 0.33% (n = 300,000); AID 1947;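 active = inhibition above the screen mean inhibition plus 3 SD, computed separately per campaign, cut at about 18% in these data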;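 note: inhibitors lower polarization as less probe binds the enzyme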
MCL1-BIM inh – disrupts human MCL1 binding to BIM-BH3 peptide; inhibition, % at 10.9 µM; Q07820; GST-MCL1 / FITC-Bim-BH3 fluorescence polarization; actives 0.68% (n = 320,000);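 active = inhibition above the mean inhibition of all tested compounds plus 3 SD, set per campaign, cut at about 40% in these data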;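 note: 0% = DMSO wells and 100% = unlabeled Bim-BH3 peptide control; higher means more loss of mP so more displacement of Bim peptide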
ZTA DNA inh – blocks Epstein-Barr virus ZTA, an EBNA-1 counter-screen; P03206; ZTA-DNA binding, fluorescence polarization; inhibition, % at 11 µM; actives 0.15% (n = 320,000); AID 2234; in the data active = inhibition above about 33%
Target sequence (P03206 whole entry, looked up): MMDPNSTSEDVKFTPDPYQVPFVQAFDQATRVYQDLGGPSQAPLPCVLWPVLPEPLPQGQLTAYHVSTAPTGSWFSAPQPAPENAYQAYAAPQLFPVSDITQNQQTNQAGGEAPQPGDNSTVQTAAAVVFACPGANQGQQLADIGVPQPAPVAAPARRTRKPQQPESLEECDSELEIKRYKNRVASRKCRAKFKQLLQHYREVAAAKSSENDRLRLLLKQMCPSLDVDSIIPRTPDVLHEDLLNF
CR mimetic SO – yeast age-related superoxide inhibition as caloric restriction mimetic | S. cerevisiae aged cells, superoxide DHE fluorescence; hits give low values | superoxide response (% of plate mean), % at 10 µM | actives 0.18% (n = 330,000);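 active = superoxide response under a set limit, about three screen SD below normal, cut at about 65% in these data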;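 note: yeast aged for seven days with compound at 30 °C before DHE staining; 100% = average MFI of all compound-treated wells on the plate with controls excluded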
MEX-5 binding – C. elegans MEX-5 TCR-2 RNA binding activity; MEX-5/FITC-TCR2 RNA binding, fluorescence polarization; hits give low values; activity score (negative = inhibition of binding), % at 10 µM; actives 0.38% (n = 300,000);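 active = inhibition past about -25% in most replicates, and total fluorescence under double the plate's negative control median, limit read from the data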;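 note: 0% = DMSO and -100% = 5 µM competing unlabeled TCR2 RNA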
Target sequence (Q9XUB2 whole entry, looked up): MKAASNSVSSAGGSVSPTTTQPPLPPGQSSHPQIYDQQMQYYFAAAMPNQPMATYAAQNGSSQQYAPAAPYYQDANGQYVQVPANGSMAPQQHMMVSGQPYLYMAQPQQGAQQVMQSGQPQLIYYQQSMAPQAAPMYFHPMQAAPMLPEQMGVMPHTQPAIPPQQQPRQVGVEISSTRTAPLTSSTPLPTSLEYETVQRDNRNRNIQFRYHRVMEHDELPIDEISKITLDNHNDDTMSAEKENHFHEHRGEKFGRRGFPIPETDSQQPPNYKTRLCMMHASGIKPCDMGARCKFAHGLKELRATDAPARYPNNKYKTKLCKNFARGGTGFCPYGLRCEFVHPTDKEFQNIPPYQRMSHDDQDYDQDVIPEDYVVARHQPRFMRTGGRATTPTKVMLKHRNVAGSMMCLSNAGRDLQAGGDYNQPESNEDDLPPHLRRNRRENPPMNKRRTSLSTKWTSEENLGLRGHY
BCLXL inh – Bcl-xL (human) inhibition; inhibition, % at 10.9 µM; AID 2129; GST-Bcl-xL / FITC-Bim BH3 peptide fluorescence polarization; actives 0.7% (n = 320,000); Q07817;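 active = inhibition above the mean of all tested compounds plus 3 SD, cutoff set per campaign, cut at about 30% in these data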;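 note: 0% = DMSO wells and 100% = unlabeled Bim-BH3 peptide competitor; inhibitors lower millipolarization by displacing the labeled peptide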
Target sequence (Q07817 whole entry, looked up): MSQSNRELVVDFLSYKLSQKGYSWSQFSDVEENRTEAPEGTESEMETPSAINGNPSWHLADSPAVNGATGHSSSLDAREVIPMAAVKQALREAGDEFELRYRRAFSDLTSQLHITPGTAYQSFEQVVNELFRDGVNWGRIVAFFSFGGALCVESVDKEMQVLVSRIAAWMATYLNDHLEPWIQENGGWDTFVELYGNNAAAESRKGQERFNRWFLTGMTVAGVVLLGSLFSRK
* hit, by the source's call; . = not tested or not shown; & = joins results of further samples.

molecule,CR mimetic SO,MCL1-BIM inh,EBNA-1 inhibitor,ZTA DNA inh,Efflux pump inh,Fam108B inh,BCLXL inh,GLD-1 TGE inh,MEX-5 binding
N#CCCn1cc(/C=N/NC(=O)c2ccncc2)c(-c2ccccc2)n1,91.2,2.0,-13.7,6.6,0.2,-4.2,3.5,6.9,-1.0
c1cn(CCCNC2=NCCCCC2)cn1,112.5,2.1,8.0,3.0,0.0,0.3,5.0,10.6,1.4
O=C(NNC(=O)c1ccc(Oc2cc(Cl)cc(Cl)c2)o1)c1ccccc1,89.0,-0.1,-8.3,-10.1,0.0,1.2,-1.0,-0.9,1.1
NC(=O)CSc1oc(-c2cccs2)nc1S(=O)(=O)c1ccccc1,105.9,-0.2,-0.2,22.8,0.0,-4.3,5.2,-1.6,0.2
O=C(CCCn1c(SCC(=O)NCC2CCCO2)nc2ccccc2c1=O)NCc1ccccc1 (configuration not stated),105.0,0.9,-6.7,-14.2,0.1,1.0,4.3,0.2,0.4
O=C(CCc1nnc(CCCc2ccccc2)o1)NCCc1ccco1,100.6,-15.2,2.3,-22.0,0.0,0.6,3.4,1.1,-0.8
CC(OC(=O)C1CC(=O)N(Cc2ccccc2)C1)C(=O)Nc1ccc(F)cc1Cl (configuration not stated),93.9,-6.9,2.4,18.9,0.0,1.1,0.9,0.3,1.4
CSCCCc1cn([C@@H](CO)C(=O)NCCCCCCCCCCC(=O)N2CCNCC2)nn1,102.0,3.7,2.5,22.0,-0.1,3.6,7.7,5.0,-3.3
Cc1ccc(S(=O)(=O)N2CCC(n3nnc4cc(C)ccc43)CC2)cc1,105.7,-6.7,3.6,6.8,0.0,1.3,0.5,-6.5,2.5
CCOC(=O)C(CO)(NC(C)=O)C(=O)OCC,99.1,-0.5,-4.3,-15.4,-0.1,0.2,4.2,2.7,-0.2
COC(=O)c1ccc(OCCN2CCCCCC2)cc1,104.4,5.4,2.7,-1.6,0.1,1.2,7.8,8.5,-1.4
COCCCNC(=O)c1ccc(-c2csc(C)n2)cc1,105.5,-1.7,-5.0,5.8,0.2,-0.1,-4.9,-3.6,1.4
CN(C(=O)COC(=O)c1ccc(Br)c([N+](=O)[O-])c1)c1c(N)n(Cc2ccccc2)c(=O)[nH]c1=O,104.7,-3.5,2.5,-4.1,-0.1,3.7,-7.4,5.9,-1.2
NS(=O)(=O)c1ccc(N/N=C/c2ccc[nH]2)c([N+](=O)[O-])c1,94.2,0.2,-13.4,-14.7,-0.2,6.9,3.6,1.2,-3.6
O=C(Cn1cc(C(=O)C(F)(F)F)c2ccccc21)NCc1ccco1,94.7,0.5,-4.5,-10.3,-0.1,-3.0,2.8,-5.4,2.1
COc1ccc(NC(=O)CSc2nnnn2C2CCCCC2)c(OC)c1,101.5,-6.9,-10.1,3.4,0.0,0.6,-5.8,-4.9,-0.9
CC(NC(=O)Nc1ccc(Br)cc1)C(C)(C)C (configuration not stated),105.8,0.9,0.5,-11.6,-0.1,4.2,5.9,-0.7,4.6
OCCN(CCCn1c(-c2ccncc2)nc2ccccc21)c1nc(CN2CCCCC2)cs1,98.9,7.7,4.5,10.2,0.0,3.1,3.2,5.6,0.9
Cc1c(Cl)c(C(F)(F)F)nn1CC(=O)N1CCSCC1,99.5,1.6,9.5,-6.5,-0.2,-0.1,2.7,4.0,-0.7
COc1ccc(C)cc1S(=O)(=O)N(CC(=O)Nc1cccc([N+](=O)[O-])c1)c1ccc(C)cc1,87.6,2.6,3.0,0.6,-0.1,-23.3,3.5,1.2,0.5
O=C(/C=C/c1ccc(OC(F)F)cc1)Nc1cccc(S(=O)(=O)N2CCOCC2)c1,87.8,-17.0,2.7,-1.7,0.1,-28.1,-9.8,-1.9,2.6
Cc1c(C(=O)OC(C)CCN(C)C)oc2ccccc12 (configuration not stated),100.4,4.8,1.8,-8.5,0.2,0.1,5.6,-4.8,-0.6
c1ccc(CSc2nnc(NC3=NCCCCC3)s2)cc1,103.3,-0.7,-5.2,-9.5,0.0,-0.2,2.5,-0.2,1.5
O=C(CCNC(=O)c1ccc([N+](=O)[O-])cc1)Nc1ccccc1N1CCCC1,98.0,9.2,0.0,-13.3,-0.1,2.4,0.7,0.0,1.0
COc1ccc(NC(=S)N(CCCN2CCCCC2)Cc2cccs2)cc1,71.2,16.9,0.5,-6.2,-0.1,9.4,2.4,-8.8,1.8
CCN(CC(=O)Nc1ccccc1OC)C(=O)CSCc1c(C)noc1C,94.2,-10.5,4.5,0.6,0.3,0.6,-6.3,2.4,1.2
CC1CCCN(C(=O)Cn2cnc3c2c(=O)n(C)c(=O)n3C)C1 (configuration not stated),98.5,0.0,-4.3,4.0,0.0,-2.4,-1.2,3.9,2.8
Cc1ccc(Sc2cc(C)nc(-c3ccccn3)n2)cc1,101.0,7.8,8.3,13.5,0.1,0.2,7.2,6.0,-5.0
O=C(CSc1nnc(-c2ccncc2)n1-c1ccc(Cl)cc1)Nc1ccc(C(=O)O)cc1,111.7,-6.0,-12.9,2.7,0.2,-1.5,-6.7,3.4,0.6
Cc1ccc(N(C(=O)c2csnn2)C(C(=O)NC2CCCC2)c2ccccn2)cc1 (configuration not stated),108.4,3.6,-12.2,-9.8,0.2,-0.4,1.9,4.6,-2.5
COc1ccc(OCC(=O)Nc2ccc(S(=O)(=O)N3CCN(C)CC3)cc2)cc1,91.4,2.6,-8.2,-13.0,0.1,2.2,3.0,-5.7,2.5
CCCC(=O)Nc1ccccc1N1CCN(C(=O)c2ccccc2)CC1,99.2,3.4,3.1,4.0,0.2,-4.2,3.7,6.8,0.4
CCCCNC(=O)CCc1nc2cccnc2n1Cc1ccc(OC)cc1,76.3,-1.6,-4.6,9.3,0.2,-1.1,1.3,-3.4,1.0
COc1ccc(/C=N/NC(=O)COc2cccc3cccnc23)cc1OC,95.2,-6.5,-4.4,-7.7,0.1,-0.3,5.3,0.3,0.0
COc1ccc2[nH]c(=O)c(CN(C(=O)COc3ccccc3)C(C)C)cc2c1,97.5,1.0,12.0,-8.3,0.0,-5.0,4.9,6.4,0.9
CCc1nnc(NC(=O)COc2ccccc2[N+](=O)[O-])s1,106.9,-4.1,-3.7,-13.2,-0.1,-0.9,6.3,2.5,-1.2

2 entries drawn at random from the list so far, as already listed:
molecule,CR mimetic SO,MCL1-BIM inh,EBNA-1 inhibitor,ZTA DNA inh,Efflux pump inh,Fam108B inh,BCLXL inh,GLD-1 TGE inh,MEX-5 binding
CCc1nnc(NC(=O)COc2ccccc2[N+](=O)[O-])s1,106.9,-4.1,-3.7,-13.2,-0.1,-0.9,6.3,2.5,-1.2
COc1ccc(NC(=S)N(CCCN2CCCCC2)Cc2cccs2)cc1,71.2,16.9,0.5,-6.2,-0.1,9.4,2.4,-8.8,1.8

Carrying on:
molecule,CR mimetic SO,MCL1-BIM inh,EBNA-1 inhibitor,ZTA DNA inh,Efflux pump inh,Fam108B inh,BCLXL inh,GLD-1 TGE inh,MEX-5 binding
COCCn1c(SCC(=O)NNC(=O)c2ccc(OC)c(OC)c2)nc2ccccc2c1=O,98.6,5.4,5.8,-3.1,0.1,-0.2,3.2,-6.6,0.2
COc1ccc(C2=C(CN(C)C)C(c3ccccc3)c3ccccc3O2)cc1 (configuration not stated),109.1&101.6,6.4&-1.4,4.4&-10.3,3.5&-24.1,0.0&-0.3,8.0&-0.2,7.9&4.3,-5.6&-0.3,-1.3&-1.2
C(=C\c1ccccc1)/C=N/Nc1nncc(-c2ccccc2)n1,90.2,7.7,1.1,0.9,0.2,3.2,1.0,0.0,1.3
C/C(=N\N=C1/NC(=O)C(C)S1)c1ccco1 (configuration not stated),98.3,7.2,13.3,7.3,0.0,2.1,4.1,6.0,-2.2
COc1ccc(NC(=O)COc2ccc(/C=N/NC(=O)c3cccnc3)cc2OC)cc1,98.4,13.8,10.7,9.6,0.0,-3.5,3.9,-3.4,0.7
O=c1c(Cc2ccc(F)cc2)c(O)ccn1Cc1cccc(Cl)c1,80.4,0.3,-1.5,7.7,0.0,2.7,5.3,3.4,-1.7
O=C(CNC(=O)Cc1ccccc1)N=Nc1c(O)[nH]c2ccc(Br)cc12,104.0,4.0,-3.4,-9.3,1.4,3.1,10.3,-0.6,0.6
CCCc1cc(=O)[nH]c(SCC(=O)N2CCc3ccccc3C2)n1,82.8,-5.1,.,-25.1,0.3,.,-1.4,3.5,.
CCCCNC(C(=O)Nc1ccc(Cl)c([N+](=O)[O-])c1)c1ccccc1 (configuration not stated),107.0,4.9,-0.1,0.1,0.0,1.7,6.8,7.2,-1.4
COc1ccc(C2NC(=S)N(c3ccccc3)C(C)=C2C(=O)Nc2ccccc2)cc1 (configuration not stated),95.5,6.4,-4.7,11.8,-0.1,0.7,-2.0,4.3,1.0
Cc1ccnc(NS(=O)(=O)c2ccc(NC(=O)Cc3cccs3)cc2)n1,108.8,29.2,3.9,5.7,0.1,4.6,3.5,-0.9,2.6
Cc1nc(NCC2CCCO2)c2nnn(Cc3ccccc3)c2n1 (configuration not stated),112.3,0.4,-6.3,-2.6,0.2,-1.4,-1.3,-84.5,0.6
Cc1cc(C)c(C#N)c(SCC(=O)Nc2ccccc2C)n1,106.4,1.1,-23.1,-3.7,0.1,5.0,1.8,8.9,1.8
C(#Cc1ccccc1)CN1CCN(c2ccccn2)CC1,96.8,1.3,6.6,1.6,0.1,-3.9,4.5,-3.6,-3.0
O=C(N/N=C/c1ccc[nH]1)c1cc(-c2ccc(Cl)cc2)nc2ccccc12,103.6,3.3,-10.8,-6.2,0.1,-5.2,3.5,-2.3,4.2
Cc1cccc(C(=O)NCC(=O)N2CCN(c3ccc(Cl)cc3)CC2)c1,106.4,4.9,0.5,0.1,0.3,-0.7,3.1,9.0,3.2
CCOc1ccc(NC(=O)CN(C)C(=O)/C=C/c2ccco2)cc1OCC,88.4,5.2,.,-23.3,-0.1,.,3.9,-0.8,.
COc1ccc(Br)cc1C(=O)Nc1ccc(Cc2ccncc2)cc1,101.5,-2.1,-3.5,-1.4,0.1,0.0,-1.0,2.1,0.8
Cc1ccc(C(=O)NCC(=O)OC(C)C(=O)Nc2ccc(N3CCOCC3)cc2)s1 (configuration not stated),78.7,-1.5,3.0,15.7,0.0,-1.6,0.6,-5.0,0.8
Cc1ccc(C(=O)NC(=S)NCc2cccnc2)c(C)c1,93.8,16.9,-7.2,-16.1,0.1,-3.7,4.9,3.5,1.7
Oc1ccc(CCC2CCCCN2Cc2nc(C3CC3)no2)cc1 (configuration not stated),91.4,2.3,4.4,-11.4,0.0,3.3,7.4,10.0,1.6
CC1CCC(NC(=O)COc2ccccc2C(N)=O)CC1 (configuration not stated),111.2,-4.6,2.1,-14.6,0.0,1.8,-1.3,-7.3,-14.0
O=C(NCc1cccs1)c1csc2c1CCCCC2,82.1,-3.4,-1.4,0.3,0.0,-6.0,0.2,2.3,1.1
Cn1c(=O)n(Cc2ccccc2Br)c2ccccc21,101.6,4.8,13.2,-22.2,0.0,7.3,1.1,2.5,0.1
CCOCCCn1c(SCC(=O)Nc2cc(C(C)(C)C)nn2-c2ccccc2)nc2ccccc2c1=O,97.8,-1.4,-2.5,2.4,0.0,-1.6,0.3,5.2,-0.2
C=Cn1cc[n+](CC(=O)c2ccc(Cl)c(Cl)c2)c1,104.5,4.5,-0.5,-12.1,-0.1,5.0,0.0,-4.6,-1.8
